# Assay outcomes (PubChem)
# NTR1 agonist: agonists of NTR1, primary screen, imaging, U2OS cells, beta-arrestin-GFP, high content (AID 493036). P30989. NTR1-U2OS beta-arrestin-GFP spot imaging, agonist mode. activation, % at 20 µM. actives 0.17% (n = 330,000);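 active = activation at or above 40% of the spot to cytoplasm intensity ratio, with at least 20 cells analyzed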;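 also: 0% = DMSO without peptide and 100% = 100 nM NTR1 peptide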
# Target sequence (P30989 whole entry, looked up): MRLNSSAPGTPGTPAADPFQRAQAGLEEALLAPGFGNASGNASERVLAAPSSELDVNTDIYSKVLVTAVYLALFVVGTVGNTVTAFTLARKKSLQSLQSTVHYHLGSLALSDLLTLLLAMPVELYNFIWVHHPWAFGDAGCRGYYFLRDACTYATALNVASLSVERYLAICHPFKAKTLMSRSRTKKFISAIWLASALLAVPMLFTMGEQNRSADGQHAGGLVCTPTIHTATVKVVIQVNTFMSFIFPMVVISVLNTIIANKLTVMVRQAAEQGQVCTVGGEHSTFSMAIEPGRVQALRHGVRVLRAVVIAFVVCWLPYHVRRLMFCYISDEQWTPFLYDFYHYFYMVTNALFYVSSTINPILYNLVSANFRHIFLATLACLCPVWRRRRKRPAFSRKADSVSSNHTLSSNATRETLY
# GPR35 arrestin U2OS: GPR35 antagonists blocking zaprinast-driven arrestin recruitment, primary screen, imaging, U2OS, beta-arrestin-GFP, zaprinast agonist (AID 2058). U2OS GPR35 beta-arrestin-GFP translocation imaging, zaprinast antagonism; higher % means a stronger effect. inhibition, % at 10 µM; hits with a dose series show IC50 in µM. actives 0.052% (n = 290,000);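 active = inhibition of at least 50% with at least 30 cells and total cytoplasm GFP at most 10,000,000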
# T cell modulator: T cell immune modulators affecting CD8 T cell-vesicle binding; 2C CD8+ T cell-vesicle binding, flow cytometry; stronger effect = lower value; calls only at 7 µM; actives 0.068% (n = 330,000);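 active = response, share of CD8 T cells binding vesicles, and their 90th percentile fluorescence all below set limits, cut at about 80% in these data, passing the limit was not always enough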
#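 incubation = binding step 1.5 h, 37 °C, antibody labelling 20 min, ice | test system = 2C mouse CD8+ T cells | read-out basis = percent CD8+ FL2 mean versus row control | controls = Peptide-free naked vesicles (low) and QL9 vesicles with 0.7% DMSO vehicle (high) | detection = flow cytometry of vesicle-bound cells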
# GPR55 beta-arrestin: selective activators of receptor GPR55 – imaging, U2OS cells, beta-arrestin-GFP redistribution, primary screen (AID 1961); U2OS GPR55 beta-arrestin-GFP redistribution imaging; higher % means a stronger effect; activation, % at 10 µM; hits with a dose series show EC50 in µM; actives 0.048% (n = 290,000);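 active = activation above 40% with more than 50 cells counted in the well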;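 also: U2OS osteosarcoma cells stably expressing GPR55 and beta-arrestin-GFP; plate controls were DMSO negative control for no effect and LPI positive control for full effect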
# West Nile antiviral: West Nile virus antiviral activity, cell-based, CPE readout (AID 1621); CPE inhibition, % at 10 µM, or IC50 in µM where a hit was titrated; West Nile virus-infected cells, CPE inhibition; higher % means a stronger effect; actives 0.02% (n = 290,000); in the data active = a potency from the dose series; also: strong numbers were not always called active
# PhoP inhibition: PhoP-dependent GFP reporter repression – Salmonella Typhimurium, primary screen (AID 1863). actives 0.16% (n = 300,000). inhibition, % at 50 µM, or IC50 in µM where a hit was titrated. S. Typhimurium PhoP-regulated promoter GFP reporter, 4 h; higher % means a stronger effect;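 active = inhibition over 29.93%, a cutoff 3 SD above the screen mean, later confirmed by dose response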;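 also: 0% = low Mg2+ inducing control and 100% = high Mg2+ repressing control; strong numbers were not always called active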
# KOR beta-arrestin-1: kappa opioid receptor blockers – cell-based, luminescence, uHTS (AID 1778). KOR beta-arrestin recruitment, luminescence, antagonist mode; higher % means a stronger effect. inhibition, % at 10 µM; hits with a dose series show IC50 in µM. actives 0.091% (n = 290,000); in the data active = inhibition above about 50%; also: strong numbers were not always called active
# KOR beta-arrestin-2: KOR agonists, beta-arrestin recruitment, primary screen, cell-based, luminescence, uHTS (AID 1777); actives 0.02% (n = 280,000); activation, % at 10 µM; hits with a dose series show EC50 in µM; KOR beta-arrestin recruitment, luminescence; higher % means a stronger effect; in the data active = activation above about 50%, passing the limit was not always enough; also: a part of the inactive calls stands beside numbers as strong as those of hits
# GPR55 antagonists: GPR55 antagonists blocking LPI-driven arrestin recruitment, primary screen, imaging, U2OS, beta-arrestin-GFP, LPI agonist (AID 2013); one-dose inhibition, % at 10 µM; IC50 in µM for titrated hits; U2OS GPR55 beta-arrestin-GFP translocation imaging, LPI antagonism; higher % means a stronger effect; actives 0.13% (n = 290,000);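 active = spots per cell inhibited over 60%, with over 100 cells counted and total cytoplasm intensity under 500,000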;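 also: U2OS cells stably carrying GPR55 and arrestin-GFP stimulated by 5 µM LPI near EC80; imaged beta-arrestin-GFP aggregate spots per cell after agonist stimulation; plate controls were LPI-stimulated DMSO wells for no effect and DMSO wells without LPI for full effect; some results filed as inactive read as strong as hits; confirmed hits need IC50 under 10 µM and bright autofluorescent wells are also inconclusive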
# T cell modulator vesicle-bound %: second read-out of T cell modulator, no call of its own (marks repeat the call); double positive events, %; measured here: CD8+ vesicle-bound cell fraction;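 binding gate set so that unloaded-vesicle control wells show 10% double positive cells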
# NTR1 agonist cell count 20 µM: further read-out of NTR1 agonist, marked with its call; cell count; measured here: cell count, cytotoxicity flag
# * marks the source's active call; other numbers are inactive results; i = inactive; · = no result given; [ ] = remark or other dose.
SMILES,NTR1 agonist,NTR1 agonist cell count 20 µM,GPR35 arrestin U2OS,T cell modulator,T cell modulator vesicle-bound %,GPR55 beta-arrestin,West Nile antiviral,PhoP inhibition,KOR beta-arrestin-1,KOR beta-arrestin-2,GPR55 antagonists
NC(=O)COC(=O)c1oc2ccccc2c1CSc1ccc(Cl)cc1,8.2,86,-6%,i,52,-0.1%,0.1%,8%,6%,0.1%,24%
COCC(C)NC(=O)C1c2ccccc2Oc2ccccc21 (centres undefined),0.5,74,11%,i,8,0.6%,0.0%,1%,-26%[20 µM],-2.4%,-6%
Cc1cccc2cc(CN(CC3CCCO3)C(c3nnnn3Cc3ccco3)C(C)C)c(=O)[nH]c12 (centres undefined),5.8,59,5%,i,40,-2.0%,·,8%,14%,1.2%,20%
O=c1c2cc(N3CCOCC3)ccc2[nH]c(=S)n1CCCN1CCCCC1,0.2,90,22%,i,23,-0.1%,-1.0%,0%,-18%,-5.9%,6%
COc1ccccc1NC(=O)c1sc2nc(N3CCOCC3)c3c(c2c1N)CCCC3,3.5,63,-6%,i,8,0.1%,0.4%,-6%,-24%,0.5%,18%
CCCCN(C(=O)CCC(=O)Nc1cc(C)on1)C(C(=O)NC1CCCC1)c1ccc(OC)cc1 (centres undefined),-1.3,44,10%,i,49,0.1%,-0.9%,-3%,-5%,-2.1%,-6%
CCc1ccc(NC(=O)CNC(=O)[C@@H]2Cc3ccccc3CN2)cc1,0.6,54,3%,i,18,-0.1%,-0.1%,-6%,2%,8.4%,13%
N#CCCCN1C(=O)C(=C(C#N)C#N)c2ccccc21,1.6,90,18%,i,52,-0.2%,-0.7%,·,-4%[20 µM],-6.2%,9%
COc1ccc(NS(=O)(=O)c2ccc3c(c2)N(C(C)=O)CCO3)c(OC)c1,1.0,63,54%,i,16,-0.1%,-0.5%,-4%,-13%,-0.3%,-4%
Cc1c(CN2CCC(CO)(CCOc3ccccc3)CC2)[nH]c2ccc(Cl)cc12,28,46,1%,i,44,-0.1%,-2.0%,-1%,-33%,·,15%
CCn1c(SCC(=O)Nc2nc(-c3ccccc3)cs2)nnc1-c1ccccc1,2.7,44,4%,i,46,-0.3%,-0.7%,0%,2%,5.0%,-2%
O=C(OCC(=O)N1CCCC1)c1cc(Cl)ccc1Cl,1.5,49,2%,i,33,-0.1%,0.3%,-4%,-12%,3.7%,-4%
O=C(NCc1ccc(F)cc1)C(c1ccccc1)N(C(=O)c1csnn1)C1CC1 (centres undefined),2.5,85,8%,i,22,0.3%,-2.1%,3%,-26%[20 µM],-11%,3%
Clc1ccc(-c2nc3n(n2)Cc2ccccc2-3)cc1,0.0,98,-6%,i,6,-0.1%,0.1%,-5%,-10%,3.4%,19%
Cc1nn(C)c(C)c1/C=C(\C#N)C(N)=O,0.6,50,9%,i,25,-0.2%,0.2%,-2%,-37%,-0.5%,8%
COC(=O)C1=C(C)N(CCCC(=O)O)C(=O)NC1c1cc2c(cc1[N+](=O)[O-])OCO2 (centres undefined),0.1,56,7%,·,·,0.2%,0.7%,-1%,21%,-0.4%,-13%
Cc1nn(C)c(NC(=O)c2ccc([N+](=O)[O-])cc2)c1Cl,1.1,57,-4%,i,49,0.2%,0.2%,-2%,2%,1.1%,13%
O=C1OCCC1Sc1nc(-c2ccccc2)cs1 (centres undefined),0.6,51,14%,i,40,-0.2%,0.5%,7%,-7%,-0.5%,-10%
Brc1cc(Br)c2nc3c(cc2c1)CCC3,1.5,105,-10%,i,44,0.0%,-0.1%,8%,-17%,-1.0%,-7%
Cc1c(C(=O)N2CCCC2)nnn1-c1nonc1N,-1.7,88,-10%,i,14,0.2%,0.3%,16%,16%,-6.4%,11%
CCOC(=O)C(C)c1c(C)[nH]c(=S)[nH]c1=O (centres undefined),0.0,48,1%,i,11,0.4%,·,-2%,-7%,-1.5%,6%
CCN(CC)C(=O)c1ccc(S(=O)(=O)c2ccccc2)cc1,0.5,47,22%,i,48,1.3%,-1.1%,-11%,-41%,4.2%,-4%
CC1CN(C(NC(=O)c2ccccc2)C(Cl)(Cl)Cl)CC(C)O1 (centres undefined),·,·,18%,·,·,-0.3%,1.0%,1%,10%,-5.0%,9%
CCN1CCN(CC(O)COc2ccc3c(c2)CCC3)CC1 (centres undefined),2.8,70,-1%,i,28,-0.2%,0.1%,-8%,·,-1.9%,4%
Cc1ncc([N+](=O)[O-])n1Cc1ccccc1F,0.5,74,-3%,i,7,-0.2%,0.0%,-12%,8%[20 µM],·,4%
Cc1ccc(C(=O)C2=C(O)C(=O)N(Cc3cccnc3)C2c2ccc(Cl)c(Cl)c2)o1 (centres undefined),-0.2,71,0%,i,6,-0.1%,-0.7%,6%,3%,-2.8%,12%
Cc1ccc(S(=O)(=O)N2C(=O)CCC2C(=O)O/N=C(\N)c2ccc([N+](=O)[O-])cc2)cc1 (centres undefined),0.4,50,11%,i,5,-0.1%,0.1%,14%,16%,-5.0%,12%
COc1ccc(OC(=O)CN2C(=O)C3C4CCC(C4)C3C2=O)cc1 (centres undefined),1.2,74,-12%,i,36,0.0%,0.1%,-3%,-1%,4.9%,6%
Cc1cc(COC(=O)C2N3C(=O)[C@@H](NC(=O)COc4ccccc4)[C@H]3SC2(C)C)on1 (some centres undefined),0.1,58,0%,i,56,0.5%,-0.3%,·,-10%[20 µM],-0.5%,2%
COCCSc1nnc(NC(=O)c2ccco2)s1,1.0,67,-10%,i,56,-0.1%,-0.6%,-9%,4%,-2.5%,0%
CCCCC[n+]1ccn(-c2nc3ccccc3nc2[N-]S(=O)(=O)c2ccccc2)c1,-0.7,54,2%,i,14,-0.1%,1.2%,-2%,4%,-3.2%,6%
CCC1(C)N(O)C(C)(C)C(c2ccc(OC)cc2)=[N+]1[O-] (centres undefined),0.0,50,-5%,i,29,0.2%,0.4%,2%,6%,-2.1%,-1%
C=C(C)c1cccc(C(C)(C)NC(=O)N2CCCC(C)C2)c1 (centres undefined),3.4,54,16%,i,7,-0.3%,-0.2%,4%,-7%,0.9%,6%
COC(=O)c1cc(S(=O)(=O)N2CCCC(C)C2)cn1C (centres undefined),-0.5,55,10%,i,30,0.3%,1.2%,0%,-32%,-1.8%,15%
COc1cc(OC)cc(-c2nc3ccccc3s2)c1,2.3,56,-1%,i,28,-0.2%,1.1%,1%,-8%,-1.7%,-22%
CC1CCN(CCCCOc2ccccc2F)CC1,-0.2,81,4%,i,45,-0.1%,-0.6%,2%,-25%,-3.3%,8%
CC(C)CN(CC(C)C)C(=O)CN1C(=O)NC2(CCc3ccccc3C2)C1=O (centres undefined),1.3,83,-1%,i,32,0.4%,-0.9%,5%,-1%,-7.5%,16%
Cc1ccccc1CN1C(=O)C2(OCCCO2)c2ccccc21,0.7,50,-4%,i,32,-0.1%,-0.6%,-5%,-4%,-1.0%,18%
CCc1ccc(NC(=O)CCCNC(=O)Cn2cnc3sc(C)c(C)c3c2=O)cc1,-0.6,50,9%,i,44,-0.2%,1.9%,6%,-6%,-4.9%,15%
COc1ccc(S(=O)(=O)N(C)C)cc1NC(=O)COC(=O)CC1CCCC1,-0.2,23,-11%,i,36,0.7%,0.1%,0%,41%,1.8%,-17%
CCOC(=O)c1c(S(=O)(=O)N(C)Cc2ccccc2)c(C)n(C)c1C,1.4,57,3%,i,54,0.7%,-1.6%,6%,-4%,-5.9%,6%
O=C(N/C(=C/c1cccs1)c1nc2ccccc2[nH]1)c1ccccc1,-0.1,83,-6%,i,42,0.2%,-0.2%,-1%,-1%,0.1%,9%
CCCN(Cc1cc(=O)[nH]c2ccccc12)C(=O)CC,1.2,64,16%,i,26,0.7%,-0.2%,12%,-1%,0.0%,-5%
CCn1cc(CCCC(=O)NCc2ccc(OC)cc2)c2ccccc21,1.6,104,5%,i,33,-0.3%,-0.7%,5%,-13%,-4.5%,-5%
CCCNC(=O)N1CCC(C(=O)c2ccc(Cl)cc2)CC1,-1.6,79,-17%,i,64,-0.1%,-0.7%,-1%,-40%,1.7%,3%
CCOC(=O)C1=C(C)N=C2SCCC(=O)N2C1c1ccc(OC)cc1 (centres undefined),1.1,38,5%,i,29,-0.1%,-0.6%,1%,-36%[20 µM],·,-3%
COCCCNC(=S)NNC(=O)c1ccc(C(C)(C)C)cc1,1.3,57,12%,i,14,0.1%,-0.5%,-4%,-15%,5.0%,-1%

# 9 structures already listed, arranged by formula weight, low to high:
SMILES,NTR1 agonist,NTR1 agonist cell count 20 µM,GPR35 arrestin U2OS,T cell modulator,T cell modulator vesicle-bound %,GPR55 beta-arrestin,West Nile antiviral,PhoP inhibition,KOR beta-arrestin-1,KOR beta-arrestin-2,GPR55 antagonists
CC1CCN(CCCCOc2ccccc2F)CC1,-0.2,81,4%,i,45,-0.1%,-0.6%,2%,-25%,-3.3%,8%
C=C(C)c1cccc(C(C)(C)NC(=O)N2CCCC(C)C2)c1 (centres undefined),3.4,54,16%,i,7,-0.3%,-0.2%,4%,-7%,0.9%,6%
CCCNC(=O)N1CCC(C(=O)c2ccc(Cl)cc2)CC1,-1.6,79,-17%,i,64,-0.1%,-0.7%,-1%,-40%,1.7%,3%
O=C(N/C(=C/c1cccs1)c1nc2ccccc2[nH]1)c1ccccc1,-0.1,83,-6%,i,42,0.2%,-0.2%,-1%,-1%,0.1%,9%
CCn1cc(CCCC(=O)NCc2ccc(OC)cc2)c2ccccc21,1.6,104,5%,i,33,-0.3%,-0.7%,5%,-13%,-4.5%,-5%
CCOC(=O)C1=C(C)N=C2SCCC(=O)N2C1c1ccc(OC)cc1 (centres undefined),1.1,38,5%,i,29,-0.1%,-0.6%,1%,-36%[20 µM],·,-3%
CCOC(=O)c1c(S(=O)(=O)N(C)Cc2ccccc2)c(C)n(C)c1C,1.4,57,3%,i,54,0.7%,-1.6%,6%,-4%,-5.9%,6%
COc1ccc(S(=O)(=O)N(C)C)cc1NC(=O)COC(=O)CC1CCCC1,-0.2,23,-11%,i,36,0.7%,0.1%,0%,41%,1.8%,-17%
CCc1ccc(NC(=O)CCCNC(=O)Cn2cnc3sc(C)c(C)c3c2=O)cc1,-0.6,50,9%,i,44,-0.2%,1.9%,6%,-6%,-4.9%,15%
